High-throughput results deposited in PubChem by several laboratories.
CF NFkB inh: blocks PAF-induced NF-kB reporter in cystic fibrosis cells | KKLEB NF-kB-GFP reporter, GFP fluorescence overnight | inhibition, % at 5 µM | actives 0.86% (n = 360,000) | AID 588850;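 active means at least 50% inhibition at 5 µM, scaled per plate between neutral and stimulator controls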;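 further: PAF is a Pseudomonas aeruginosa culture filtrate used as stimulus; plate controls were PAF-stimulated DMSO wells for no effect and unstimulated DMSO wells for full effect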
EBV LMP1 NFkB: inhibitors of Epstein-Barr LMP1-induced NF-kappaB reporter | inhibition, % at 12.5 µM | LMP1-induced NF-kappaB luciferase reporter cells, luminescence | actives 0.69% (n = 350,000); in the data active means inhibition above about 41%;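 further: 0% = neutral control wells and 100% = reference inhibitor control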
TWEAK-Fn14 inh: inhibitors of TWEAK-Fn14 interaction signaling; TWEAK-stimulated Fn14 reporter cells, luciferase luminescence, 8 h; inhibition, % at 10 µM; actives 2% (n = 360,000); AID 1159606; in the data active means inhibition above about 50%
C8 TRAIL sens: sensitizes caspase-8 expressing cells to TRAIL; NB7+C8 cells + TRAIL, ATPlite viability luminescence; inhibition (viability loss, TRAIL sensitization), % at 10 µM; actives 1% (n = 360,000);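 active means compounds causing at least 50% loss of cell viability in the single-dose screen, relative to plate controls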
SRC3 inh: inhibits human SRC3 coactivator | HEK293 GAL4-SRC3 luciferase reporter, luminescence | AID 588352 | actives 0.17% (n = 360,000) | Q9Y6Q9 | inhibition, % at 3.6 µM;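 active means inhibition above a per-campaign cutoff, the mean of all compounds plus 3 SD, cut at about 60% in these data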;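 further: 0% = DMSO-treated cells and 100% = gossypol-treated cells at 36 µM; higher means less SRC3-driven luciferase light from the GAL4 reporter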
COUP-TFII inh: inhibitors of human COUP-TFII (NR2F2) | AID 686940 | P24468 | HEK293T NGFI-A luciferase reporter, luminescence | actives 0.7% (n = 370,000) | inhibition, % at 8.6 µM;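 active means inhibition above a per-plate cutoff, mean inhibition of test wells between control levels plus 3 SD, cut at about 38% in these data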;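 further: cells cotransfected with COUP-TFII expression vector driving the NGFI-A reporter; 0% = median of COUP-TF2 test wells and 100% = reporter-only cells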
Target sequence (P24468 whole entry, looked up): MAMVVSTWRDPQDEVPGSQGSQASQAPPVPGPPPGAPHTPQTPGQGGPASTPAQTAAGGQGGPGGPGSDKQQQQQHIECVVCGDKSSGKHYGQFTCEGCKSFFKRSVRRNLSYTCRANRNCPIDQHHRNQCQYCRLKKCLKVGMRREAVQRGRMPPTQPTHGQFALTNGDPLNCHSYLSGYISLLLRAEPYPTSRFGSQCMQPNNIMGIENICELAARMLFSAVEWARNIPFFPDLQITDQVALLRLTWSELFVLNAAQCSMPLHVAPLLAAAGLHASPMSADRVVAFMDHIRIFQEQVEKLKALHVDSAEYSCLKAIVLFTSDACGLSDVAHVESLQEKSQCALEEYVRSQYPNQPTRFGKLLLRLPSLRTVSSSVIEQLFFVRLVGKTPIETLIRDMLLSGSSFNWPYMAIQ
NCOA1 inh: human NCOA1 inhibition; Q15788; HEK293 GAL4-SRC1 luciferase reporter, luminescence; inhibition, % at 3.6 µM; actives 0.12% (n = 360,000); AID 588354;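 active means inhibition above the campaign mean plus 3 SD, with each screening campaign given its own cutoff, cut at about 60% in these data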;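 further: 0% = DMSO treated cells and 100% = gossypol at 36 µM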
TROY NFkB inh: TROY signaling inhibition; Q293 LMP1-TROYcd NF-kB luciferase reporter, 4 h; inhibition, % at 10 µM; actives 0.98% (n = 360,000); AID 1347056;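 active means compounds whose plate-normalised and pattern-corrected inhibition of the luciferase reporter signal at the single screening dose is 50% or more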
KKLEB tox: counter-screen for CF NF-kB inhibitors: cytotoxicity | KKLEB CF airway cells viability, ATPlite luminescence, overnight; active compounds read low; cells stimulated with P. aeruginosa culture filtrate | activity change (cytotoxicity), % at 5 µM | actives 0.36% (n = 360,000) | AID 602141;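 active means corrected activity change at or below -50% at 5 µM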
Shn3 inh set2: inhibitors of Schnurri-3 3'UTR reporter in osteoblasts; Clone20 osteoblast Shn3 3'UTR firefly luciferase, 24 h; inhibition, % at 12.5 µM; actives 0.52% (n = 360,000); AID 588674;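 active means mean inhibition of at least 75% with every replicate also reaching 75%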;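 further: 0% = median of neutral control wells and 100% = pilot-screen positive control compound; some compounds past the cut are filed as inactive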
LRH-1 inv ag: suppresses constitutive activity of human LRH-1; O00482; HEK293T StAR-luciferase reporter, LRH-1 transfected, 24 h; inhibition, % at 3.6 µM; actives 0.13% (n = 360,000); AID 602396;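 active means inhibition above the mean inhibition of all tested compounds plus 3 SD, cut at about 73% in these data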;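 further: 0% = DMSO wells and 100% = reporter-only cells lacking LRH-1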
Target sequence (O00482 whole entry, looked up): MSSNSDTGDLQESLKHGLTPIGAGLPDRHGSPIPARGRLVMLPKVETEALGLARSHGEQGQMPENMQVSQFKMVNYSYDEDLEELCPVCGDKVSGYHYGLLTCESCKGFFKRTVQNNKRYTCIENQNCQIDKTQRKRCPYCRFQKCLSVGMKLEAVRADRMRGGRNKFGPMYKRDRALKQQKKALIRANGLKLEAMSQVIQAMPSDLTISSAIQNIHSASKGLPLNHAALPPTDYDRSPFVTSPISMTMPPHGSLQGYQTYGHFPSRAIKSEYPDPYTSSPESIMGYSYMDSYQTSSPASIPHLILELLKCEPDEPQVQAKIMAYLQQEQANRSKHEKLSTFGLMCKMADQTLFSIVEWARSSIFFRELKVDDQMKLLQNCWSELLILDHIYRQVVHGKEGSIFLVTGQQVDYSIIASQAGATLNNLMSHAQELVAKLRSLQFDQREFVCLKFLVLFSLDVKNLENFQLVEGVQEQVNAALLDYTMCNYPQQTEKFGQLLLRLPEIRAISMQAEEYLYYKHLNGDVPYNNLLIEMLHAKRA
Numbers without * were called inactive; . = no result given. Not all compounds are listed, so the mix of outcomes need not match the whole.

SMILES	CF NFkB inh	EBV LMP1 NFkB	TWEAK-Fn14 inh	C8 TRAIL sens	SRC3 inh	COUP-TFII inh	NCOA1 inh	TROY NFkB inh	KKLEB tox	Shn3 inh set2	LRH-1 inv ag
CNC(=O)C1CCN(S(=O)(=O)c2c(C)noc2/C=C/N(C)C)CC1	6	3	2	-10	3	10	-9	-8	-1	-17	8
COc1cc(/C=C/C(=O)O)cc(S(=O)(=O)N2CCN(S(=O)(=O)c3ccc(Cl)cc3)CC2)c1OC	-3	1	25	-48	-6	17	13	3	2	0	0
COc1cccc(C(=O)N2CCCc3ccccc32)c1OC	15	7	-11	-3	-11	-5	3	-5	-1	-18	-13
COc1cc(C2C=C(Nc3ccccc3)C(=O)N2c2ccccc2)ccc1O (stereo unspecified)	16	0	15	19	-7	-34	-17	-66	0	-2	-27
O=C(N/N=C/c1cccs1)c1ccc2c(c1)OCO2	17	28	42	76*	-57	-48	-128	-30	-3	-75	-90
Cc1cnc(C(=O)Nc2nnc(C(C)C)s2)cn1	20	-5	19	20	-69	-30	-106	-33	-8	-34	-102
CCCN1CNC(=S)N(c2ccccc2OC)C1	4	0	6	-5	1	0	0	6	-2	-19	15
O=C(CCCC(=O)Nc1cccnc1)Nc1cccnc1	11	-11	-10	-11	4	-1	-5	3	1	-5	23
Cc1nc(NCCc2ccccc2)c2oc3ccccc3c2n1	9	-3	52*	14	3	15	-4	30	-7	64	7
N#CC(c1ccccc1)c1cccc(Cl)n1 (stereo unspecified)	5	-7	-3	28	15	-10	-5	8	6	-7	16
COc1cc(C(c2c(O)nc(SC)[nH]c2=O)c2c(O)nc(SC)[nH]c2=O)cc(OC)c1OC	7	-4	-12	4	3	13	-7	12	-2	-16	8
COc1ccc(COC(=O)C2=C(C)NC(=O)NC2c2cc(Br)c(O)c(OC)c2)cc1 (stereo unspecified)	7	6	-15	1	2	-34	-8	9	3	-5	10
CCn1c(SCC(=O)Nc2c(C)n(C)n(-c3ccccc3)c2=O)nc2c1c(=O)n(C)c(=O)n2C	0	5	7	6	3	-29	-4	0	9	-11	-2
COC(C(=O)N1CCC(n2nccc2NC(=O)C2CC2)CC1)c1ccccc1 (stereo unspecified)	10	-15	-16	12	-36	-23	-11	-20	-4	-27	-23
CCn1nc(C(=O)Nc2ccc(C)c(C)c2)c(Cl)c1Cl	4	-2	-25	3	5	-14	-12	-40	-6	-35	-11
O=C(N=Nc1c(O)[nH]c2ccccc12)c1cc(-c2ccc(F)cc2)n[nH]1	2	-4	-17	9	-1	-21	-11	3	-8	-3	20
COc1cc2ccccc2c2c1CCCC2=O	-5	3	-5	0	17	-28	5	7	10	5	-22
COc1ccc(-c2csc(NC(=O)c3cc(C)oc3C)n2)cc1OC	13	26	-7	7	-8	1	9	-11	-14	15	9
O=C(CSc1nnc(NC(=O)c2ccccc2)s1)NCc1ccco1	-12	7	21	61*	-65	-26	-142	-12	7	-45	-72
COc1cc(OC)c(C(=O)NC2CCCCCC2)cc1OC	-8	-5	0	-12	12	6	-10	4	-4	-5	-9
COc1ccc(OC)c(NC(=O)Cc2cccs2)c1	-14	-1	10	-15	-4	17	-1	-7	7	-1	10
CCC(=O)Nc1ccc(Cl)c(NC(=O)c2cccc(OC)c2)c1	-13	4	-2	5	9	-12	-7	-16	2	10	0
CC1(C(=O)NS(=O)(=O)c2cccc(Cl)c2)CCN1C(=O)c1ccccc1CCc1ccccc1 (stereo unspecified)	8	.	-18	-7	-4	-1	-14	8	-9	1	17
CSCCC(NC(=O)c1cc(C(C)(C)C)oc1C)C(=O)O (stereo unspecified)	8	-3	-3	-1	-11	15	1	-4	4	4	16
N#C/C(=C\c1ccncc1)c1nc2ccccc2o1	-3	.	-18	-14	5	-7	-3	-17	10	-37	8

Record cards (already shown).
O=C(N/N=C/c1cccs1)c1ccc2c(c1)OCO2 as listed: CF NFkB inh = 17; EBV LMP1 NFkB = 28; TWEAK-Fn14 inh = 42; C8 TRAIL sens = 76*; SRC3 inh = -57; COUP-TFII inh = -48; NCOA1 inh = -128; TROY NFkB inh = -30; KKLEB tox = -3; Shn3 inh set2 = -75; LRH-1 inv ag = -90
CCn1c(SCC(=O)Nc2c(C)n(C)n(-c3ccccc3)c2=O)nc2c1c(=O)n(C)c(=O)n2C as listed: CF NFkB inh = 0; EBV LMP1 NFkB = 5; TWEAK-Fn14 inh = 7; C8 TRAIL sens = 6; SRC3 inh = 3; COUP-TFII inh = -29; NCOA1 inh = -4; TROY NFkB inh = 0; KKLEB tox = 9; Shn3 inh set2 = -11; LRH-1 inv ag = -2
O=C(CSc1nnc(NC(=O)c2ccccc2)s1)NCc1ccco1 as listed: CF NFkB inh = -12; EBV LMP1 NFkB = 7; TWEAK-Fn14 inh = 21; C8 TRAIL sens = 61*; SRC3 inh = -65; COUP-TFII inh = -26; NCOA1 inh = -142; TROY NFkB inh = -12; KKLEB tox = 7; Shn3 inh set2 = -45; LRH-1 inv ag = -72

Looked up above:
CNC(=O)C1CCN(S(=O)(=O)c2c(C)noc2/C=C/N(C)C)CC1 in TROY NFkB inh: -8
O=C(CSc1nnc(NC(=O)c2ccccc2)s1)NCc1ccco1 in NCOA1 inh: -142
COc1cc2ccccc2c2c1CCCC2=O in TWEAK-Fn14 inh: -5

Among those listed so far, these contain a Cl atom.
SMILES	CF NFkB inh	EBV LMP1 NFkB	TWEAK-Fn14 inh	C8 TRAIL sens	SRC3 inh	COUP-TFII inh	NCOA1 inh	TROY NFkB inh	KKLEB tox	Shn3 inh set2	LRH-1 inv ag
COc1cc(/C=C/C(=O)O)cc(S(=O)(=O)N2CCN(S(=O)(=O)c3ccc(Cl)cc3)CC2)c1OC	-3	1	25	-48	-6	17	13	3	2	0	0
N#CC(c1ccccc1)c1cccc(Cl)n1 (stereo unspecified)	5	-7	-3	28	15	-10	-5	8	6	-7	16
CCn1nc(C(=O)Nc2ccc(C)c(C)c2)c(Cl)c1Cl	4	-2	-25	3	5	-14	-12	-40	-6	-35	-11
CCC(=O)Nc1ccc(Cl)c(NC(=O)c2cccc(OC)c2)c1	-13	4	-2	5	9	-12	-7	-16	2	10	0
CC1(C(=O)NS(=O)(=O)c2cccc(Cl)c2)CCN1C(=O)c1ccccc1CCc1ccccc1 (stereo unspecified)	8	.	-18	-7	-4	-1	-14	8	-9	1	17

Next section
SMILES	CF NFkB inh	EBV LMP1 NFkB	TWEAK-Fn14 inh	C8 TRAIL sens	SRC3 inh	COUP-TFII inh	NCOA1 inh	TROY NFkB inh	KKLEB tox	Shn3 inh set2	LRH-1 inv ag
COc1ccc2[nH]c3c(=O)n(CCCCCC(=O)NCCC(C)C)c(=S)[nH]c3c2c1	-1	-2	-17	-7	12	8	-3	8	1	-13	3
C/C(Cn1ncc(N2CCOCC2)c(Cl)c1=O)=N\O	-6	-1	-19	-17	-5	10	-4	-15	4	0	-21
CC(NC(=O)COC(=O)/C=C/c1cccc(F)c1)c1ccccc1 (stereo unspecified)	10	0	0	-4	24	-14	-17	0	-12	-3	-17
COc1ccc(Cl)cc1C(=O)NCCN(C)C	-8	7	6	-16	-8	7	3	3	2	-5	-6
O=C(O)c1ccc(Cl)c(NC(=O)C2CCN(S(=O)(=O)c3ccc4c(c3)OCCO4)CC2)c1	2	-3	-6	15	-2	-24	-10	-17	2	9	7
CCc1nc2ccc(C(=O)O)cc2nc1CC	6	-21	18	-9	-36	15	-1	-12	8	-20	-12
Nc1sc2c(c1C(=O)c1ccccc1)CCCC2	-5	3	16	1	-5	18	-4	17	5	-4	20
Cc1cccc(C(=O)N[C@@H](C)C(=O)N2CCN(c3ncccn3)CC2)c1	-3	-7	2	4	8	-5	-2	-3	13	-7	12
O=c1c2ccccc2[nH]c(=S)n1C1CCCCC1	11	-9	4	1	-2	-2	4	-20	-16	-2	1
O=C(NCC(=O)N(c1ccc(F)cc1)C(C(=O)NC1CCCCC1)c1cccnc1)c1ccco1 (stereo unspecified)	4	1	37	7	15	21	16	-1	14	4	-3
Nc1nc(CN2CCCCCC2)nc(Nc2ccc(F)cc2)n1	-34	-6	14	-18	11	3	1	-24	1	7	8
CC1CCN(S(=O)(=O)c2ccc(NC(=O)CN3CCN(C)CC3)cc2)CC1	5	-1	1	8	-15	7	-15	3	-1	1	-11
CC(=NO)C1CCC2C3CCC4=CC(=NO)CCC4(C)C3C(=O)CC12C (stereo unspecified)	-3	-6	5	-8	-32	19	10	5	9	-7	15
O=C(O)c1ccc(Cn2cc(C(F)(F)F)ccc2=O)cc1	-2	-14	-10	-9	11	7	-14	8	12	5	-1
Cc1ccc(OCC(=O)N2CCN(c3ccc([N+](=O)[O-])c(N4CCOCC4)c3)CC2)cc1	-9	6	-10	11	19	15	-7	-3	-10	15	43
Cc1ccc(O)c(NC(=O)/C=C/C(=O)O)c1	17	2	5	1	-39	-10	-5	16	0	-1	7
O=C(NCCc1ccc(Cl)cc1)c1ccc2c(c1)OCCO2	1	6	54*	12	-107	-30	-91	0	-12	-7	-114
COCCn1c(=NC(=O)c2cc3ccccc3oc2=O)sc2cc(S(N)(=O)=O)ccc21	12	16	-19	-17	4	5	-7	-6	-8	-57	13
Cc1ccc(S(=O)(=O)N2CCN(S(=O)(=O)c3ccccc3Br)CC2)cc1	-2	-5	-12	7	-18	2	17	7	8	19	-15
